EPAC1 antag: antagonists of human EPAC1. 360,000 compounds, 0.14% hits. Potency, µM (doses to about 115 µM), for the others: at the highest dose activity change, negative = inhibition, most hits filed as inhibitors. O95398. EPAC1 GEF assay, Rap1b-BODIPY-GDP exchange fluorescence;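 note: potency is the fitted concentration of half-maximal effect; plate controls were vehicle for no effect and positive control for full effect; nearly all actives have a fitted effect of over 50% in size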
PI5P4Ka inh: inhibitors of human PI5P4K alpha; max response, %; 330,000 compounds, 1.2% hits; PI5P4Kalpha enzyme, ADP-Glo luminescence, 60 min; stronger effect = lower value; P48426; active = max response of -50% or lower; inconclusive = between -30% and -50%; inactive = -30% or higher; note: value at the top dose of about 77 µM; % is set by controls: 0 for no effect and ±100 for the full control effect
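Human PI5P4Kalpha with substrate in 0.038 M HEPES pH 7.4, 0.28 mM EGTA, 0.1% CHAPS, 5% DMSO; reaction started with 5 microM ATP (final), 60 min at room temperature. ADP formed read by ADP-Glo luminescence.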
Mm-Cpn inhibitor: M. maripaludis TRiC chaperonin inhibition; purified Mm-Cpn ATPase, ADP Transcreener TR-FRET; Potency, µM (series often up to 76.9 µM), inactives show at the highest dose activity, negative = inhibition, hits mostly inhibitors; 330,000 compounds, 0.031% hits; note: potency is the fitted concentration of half-maximal effect; % is set by controls: 0 for no effect and ±100 for the full control effect; nearly all actives have a fitted effect of over 80% in size
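Purified archaeal Mm-CPN (25nM final) preincubated 10 min at 37degC with compound, then 10uM ATP for 30 min at 37degC; ADP measured by HTRF Transcreener TR-FRET; buffer 30 mM TRIS pH 7.4, 100mM KCl, 5mM MgCl2, 1mM DTT.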
EPAC1 ag: activates human EPAC1 exchange factor; EPAC1 agonist qHTS, biochemical assay; response scale: 100% = response to 6.5 mM cAMP; Potency, µM (top dose mostly 154 µM), for inactives: top-dose activation, usual class: activators; 360,000 compounds, 0.073% hits; AID 720707; note: potency is the fitted concentration of half-maximal effect; nearly all actives have a fitted effect of over 60% in size
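Compounds were pinned as a concentration titration into mixtures of EPAC1 (100 nM), BODIPY-GDP-loaded Rap1B (250 nM) and GDP (50 uM). After 5 min at room temperature, fluorescence was followed for 30 min; activity was scaled to 6.5 mM cAMP.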
WRN helicase inh: inhibitors of human WRN helicase. Potency, µM (series often up to 114 µM), inactives show at the highest dose activity change, negative = inhibition, actives largely listed as inhibitors. AID 651768. WRN helicase unwinding, fluorescent forked duplex, kinetic. 360,000 compounds, 0.46% hits. Q14191; note: potency is the fitted concentration of half-maximal effect; % is set by controls: 0 for no effect and ±100 for the full control effect; nearly all actives have a fitted effect of over 55% in size
Target sequence (Q14191 whole entry, looked up): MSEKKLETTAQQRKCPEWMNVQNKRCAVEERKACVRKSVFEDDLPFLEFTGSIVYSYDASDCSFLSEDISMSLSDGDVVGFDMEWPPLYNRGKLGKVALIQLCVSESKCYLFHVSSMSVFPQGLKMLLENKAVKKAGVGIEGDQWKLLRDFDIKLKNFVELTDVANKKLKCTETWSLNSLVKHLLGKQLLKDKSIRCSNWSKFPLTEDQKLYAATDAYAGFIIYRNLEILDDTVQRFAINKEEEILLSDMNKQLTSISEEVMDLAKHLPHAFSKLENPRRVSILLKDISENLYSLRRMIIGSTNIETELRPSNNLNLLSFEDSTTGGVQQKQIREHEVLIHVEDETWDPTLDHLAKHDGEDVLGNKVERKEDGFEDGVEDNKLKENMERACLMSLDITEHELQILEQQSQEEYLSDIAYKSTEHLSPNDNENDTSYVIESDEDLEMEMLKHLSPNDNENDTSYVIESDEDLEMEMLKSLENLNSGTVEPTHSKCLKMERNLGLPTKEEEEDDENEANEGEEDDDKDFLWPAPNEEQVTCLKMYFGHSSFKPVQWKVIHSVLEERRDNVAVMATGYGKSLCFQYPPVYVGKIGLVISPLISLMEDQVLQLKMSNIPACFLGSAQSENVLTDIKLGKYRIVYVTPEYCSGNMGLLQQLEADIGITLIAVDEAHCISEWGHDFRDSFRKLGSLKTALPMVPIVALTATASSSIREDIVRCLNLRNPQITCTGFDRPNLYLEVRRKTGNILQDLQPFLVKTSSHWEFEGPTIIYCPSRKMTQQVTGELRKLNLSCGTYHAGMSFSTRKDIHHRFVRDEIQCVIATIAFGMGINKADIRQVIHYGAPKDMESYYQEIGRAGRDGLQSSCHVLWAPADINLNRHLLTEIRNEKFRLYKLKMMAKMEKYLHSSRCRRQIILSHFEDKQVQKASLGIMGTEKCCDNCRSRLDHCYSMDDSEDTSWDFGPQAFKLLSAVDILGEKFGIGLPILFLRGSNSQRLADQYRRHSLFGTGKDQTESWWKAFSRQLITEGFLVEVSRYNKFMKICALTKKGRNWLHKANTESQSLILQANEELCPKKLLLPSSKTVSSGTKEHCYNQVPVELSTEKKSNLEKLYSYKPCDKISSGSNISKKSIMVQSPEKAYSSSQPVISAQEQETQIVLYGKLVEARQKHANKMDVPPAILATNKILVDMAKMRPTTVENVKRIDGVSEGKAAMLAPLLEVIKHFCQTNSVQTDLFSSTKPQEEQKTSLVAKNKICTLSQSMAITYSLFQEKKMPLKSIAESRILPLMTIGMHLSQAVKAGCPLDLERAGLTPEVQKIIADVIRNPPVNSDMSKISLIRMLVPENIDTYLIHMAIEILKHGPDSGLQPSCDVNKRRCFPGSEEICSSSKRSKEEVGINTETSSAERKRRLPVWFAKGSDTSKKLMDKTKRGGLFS
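Kinetic red-fluorescence monitoring (525/598 nm) tracks WRN helicase activity after 100 nM fluorophore-quencher forked duplex and 2 mM ATP are added to 20 nM enzyme pretreated 15 min at room temperature with compound.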
PLK1 PBD block: blocks phosphopeptide binding to human PLK1 polo-box domain | Potency, µM, inactives show max response, negative = inhibition, hits mostly inhibitors | Plk1 PBD binding of FITC phosphopeptide, fluorescence polarization | P53350 | 360,000 compounds, 2.8% hits; note: potency is the fitted concentration of half-maximal effect; series mostly up to about 57 µM; % is set by controls: 0 for no effect and ±100 for the full control effect; nearly all actives have a fitted effect of over 65% in size
EPAC2 antag: EPAC2 (human) antagonism | 360,000 compounds, 0.18% hits | Potency, µM (titrated, usually from 114 µM), for inactives: at the top dose activity, negative = inhibition, most hits filed as inhibitors | EPAC2 GEF exchange of Rap1B-BODIPY-GDP, fluorescence; note: potency is the fitted concentration of half-maximal effect; % is set by controls: 0 for no effect and ±100 for the full control effect; nearly all actives have a fitted effect of over 45% in size; many of its hits are not listed in these tables
CCT chaperon mod: changes cytosolic chaperonin activity. 360,000 compounds, 0.3% hits. purified chaperonin ATPase assay, HTRF ADP detection, 30 min. activity change, % (concentration not given with the values), hits read low; in the data active = activity change below about -30%; note: % is set by controls: 0 for no effect and ±100 for the full control effect
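We incubate TRiC, 40 or 20 nM final, with library compounds at 76 uM and 10 uM ATP for 30 min at 37 °C. ADP formed is detected with Transcreener HTRF reagents after 30 min at room temperature.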
* = called active by the depositor; ? = inconclusive; nt = no result given; [ ] = dose if it differs, or a comment. Unless noted, calls come from the whole dose curve; as a rule, active = well fitted curve in the direction sought with a large enough effect; inconclusive = small, poorly fitted or top-dose-only effect, or another doubt; inactive = no such curve, though single readings can be large; an effect the other way counts as inactive or inconclusive. An excerpt, so the mix of outcomes need not match the whole.

Screens in order: EPAC1 antag | PI5P4Ka inh | Mm-Cpn inhibitor | EPAC1 ag | WRN helicase inh | PLK1 PBD block | EPAC2 antag | CCT chaperon mod
> COc1ccccc1OCC(=O)NCc1nc(-c2ccccc2)no1
    -26% | 0 | 3% | 2% | -11%[57.1 µM] | -7% | -4% | 1.1
> Cc1ccc([C@H]2C[C@H](O)[C@@H](n3cc(C4CC4)nn3)CN2Cc2cccs2)cc1
    -12% | 17 | nt | 1% | -7% | 1% | -30% | -2.5
> CC(=O)Cc1nsc(NC(=O)C2Cc3ccccc3C(=O)O2)n1 (centres undefined)
    -3% | -10 | 2% | -5% | -5% | -9% | -7% | -0.7
> CC1(Oc2ccccc2-c2ccn[nH]2)CCN(Cc2ccc(OC(F)(F)F)cc2)C1 (centres undefined)
    -23% | 21 | nt | -18% | -9% | -5% | -24% | -0.2
> CC(=NNc1nc2ccccc2s1)c1ncccn1
    -1% | 2 | nt | -1% | -11% | -7% | 6% | 0.5
> Cc1nc(CC(=O)NNS(=O)(=O)c2ccc3ccccc3c2)cs1
    -13% | -23 | 0% | -16% | 1% | -4% | 6% | 0.6
> COc1cc(/C=N/NC(=O)c2cccc(S(=O)(=O)N3CCOCC3)c2)cc(OC)c1O
    -28% | -9 | -3% | 4% | -6%[57.1 µM] | -4% | 5% | 1.5
> NC(=S)Nc1cc(Cl)cc(Cl)c1
    17% | 9 | -1% | 9% | 6% | -13% | 0% | -1.2
> C=CCN(C(=O)Cn1c(C(=O)OC)cc2oc(C)cc21)c1ccccc1
    -2% | nt | 0% | 9% | -11% | -10% | -3% | -1.4
> COc1cc(/C=C2\SC(N)=NC2=O)ccc1OCC(=O)Nc1ccc(C)cc1
    -19% | -7 | -2% | -8% | -9%[11.6 µM] | 3% | -7% | -1.9
> Cc1ccccc1NC(=O)COC(=O)/C=C/c1cn(-c2ccccc2)nc1-c1cccnc1
    -3% | -14 | 2% | 5% | -27%[57.1 µM] | 13% | 2% | 0.3
> CC(=O)c1ccc(NS(=O)(=O)c2ccc(N/C=C/C(=O)c3ccc(F)cc3)cc2)cc1
    -6% | -2 | -4% | 8% | -6% | 17µM* | 1% | 2.6
> c1ccc2c(c1)ncc1cccn12
    -13% | nt | -2% | 9% | -3% | -14% | 6% | -5.2
> CC1CCCC/C1=N\Nc1ccc(S(N)(=O)=O)cc1[N+](=O)[O-] (centres undefined)
    3% | 6 | -1% | 7% | -4% | 6% | -19% | -1.2
> CC(C)c1nnc(NC(=O)c2ccc3ccccc3c2)s1
    -30% | 5 | 3% | 13% | -29% | -6% | -1% | -3.1
> COc1cccc(S(=O)(=O)NCC(=O)N2CCCC2)c1
    5% | -4 | 0% | -1% | 6% | -5% | 4% | -1.8
> CN(CC(=O)O)S(=O)(=O)c1cc(Cl)ccc1Cl
    21% | nt | 1% | 4% | 2%[57.1 µM] | -5% | 6% | -4.5
> CCOC(=O)c1c(NC(=O)COC(=O)CCNS(=O)(=O)c2ccccc2)sc(C(=O)N(C)C)c1C
    -4% | -18 | -6% | -16% | -9% | -11% | 19% | -1.2
> COC(=O)Nc1ccc2c(c1)N(C(=O)CCN1CCN3CCCC3C1)c1ccccc1S2 (centres undefined)
    6% | nt | 0% | -1% | 6% | -10% | 9% | -1.4
> Cc1ccc(C(=O)OCC(=O)NCc2cccs2)cc1C
    -8% | 4 | 1% | -17% | -7% | -24% | -8% | 0.5

Among those listed so far, two have two or more sulfur atoms.
Screens in order: EPAC1 antag | PI5P4Ka inh | Mm-Cpn inhibitor | EPAC1 ag | WRN helicase inh | PLK1 PBD block | EPAC2 antag | CCT chaperon mod
> Cc1nc(CC(=O)NNS(=O)(=O)c2ccc3ccccc3c2)cs1
    -13% | -23 | 0% | -16% | 1% | -4% | 6% | 0.6
> CCOC(=O)c1c(NC(=O)COC(=O)CCNS(=O)(=O)c2ccccc2)sc(C(=O)N(C)C)c1C
    -4% | -18 | -6% | -16% | -9% | -11% | 19% | -1.2

Reprinted at random: four compounds from above, in no set order.
Screens in order: EPAC1 antag | PI5P4Ka inh | Mm-Cpn inhibitor | EPAC1 ag | WRN helicase inh | PLK1 PBD block | EPAC2 antag | CCT chaperon mod
> COc1cc(/C=C2\SC(N)=NC2=O)ccc1OCC(=O)Nc1ccc(C)cc1
    -19% | -7 | -2% | -8% | -9%[11.6 µM] | 3% | -7% | -1.9
> CC1CCCC/C1=N\Nc1ccc(S(N)(=O)=O)cc1[N+](=O)[O-] (centres undefined)
    3% | 6 | -1% | 7% | -4% | 6% | -19% | -1.2
> COc1cccc(S(=O)(=O)NCC(=O)N2CCCC2)c1
    5% | -4 | 0% | -1% | 6% | -5% | 4% | -1.8
> c1ccc2c(c1)ncc1cccn12
    -13% | nt | -2% | 9% | -3% | -14% | 6% | -5.2

New compounds follow
Screens in order: EPAC1 antag | PI5P4Ka inh | Mm-Cpn inhibitor | EPAC1 ag | WRN helicase inh | PLK1 PBD block | EPAC2 antag | CCT chaperon mod
> CC(C)CCNC(=O)C(=O)NCc1ccccc1
    -2% | 5 | 6% | 3% | 8% | 6% | 2% | 0.7
> COc1ccc(OC)c(CNS(=O)(=O)c2c(C)nc3scc(C)n3c2=O)c1
    -14% | -3 | -4% | 0% | -6% | -1% | -9% | 0.9
> COc1ccc(CC(=O)N(c2ccccc2)c2nc(C)cs2)cc1
    -1% | 7 | -1% | 7% | -3% | -10% | -4% | -8.1
> CC(OC(=O)c1c(F)cccc1F)C(=O)NCCC1=CCCCC1 (centres undefined)
    0% | 3 | 0% | 2% | -16% | -2% | -24% | -0.9
> Cc1ccc(N/C(N)=N/c2nc3c(c(=O)[nH]2)CCCC3)c(C)c1
    0% | nt | 0% | 13% | -2% | -5% | -5% | -3.3
> CCN(CC(=O)Nc1ccc(C(C)=O)cc1)CC(=O)Nc1ccc2c(c1)OCCO2
    -19% | 3 | -1% | -2% | ? | -7% | -9% | -1.4
> Clc1ccc(Nc2ncn[nH]2)cc1
    -9% | 5 | 0% | -4% | 1% | -5% | -2% | -1.8
> CCN(C(=O)COC(=O)c1ccc2c(c1)OCO2)c1ccc(F)cc1
    0% | 10 | -1% | 8% | -23% | -9% | -1% | -2.2
> OC(CNCc1ccc(Cl)cc1)C(F)(F)F (centres undefined)
    -18% | -5 | -3% | -10% | -1% | -13% | 5% | -1.1
> CCN1CCN(CC(=O)Nc2ccc(Cl)c(Cl)c2)C(=O)C1=O
    -4% | -2 | -9% | -8% | 11% | -6% | -9% | 1.5
> COc1cccc(C(=O)/C=C/Nc2ccc(S(=O)(=O)Nc3cnc4ccccc4n3)cc2)c1
    0% | -16 | 2% | -18% | ? | -30% | -1% | -2.6
> O=C(NC1CCN(Cc2ccccc2)CC1)c1cccc(S(=O)(=O)Nc2ccc(SC(F)F)cc2)c1
    -14% | -15 | -2% | 3% | 7% | ? | -5% | 1.4
> O=c1cc(CN2CCN(C/C=C/c3ccccc3)CC2)c2cc(O)c(-c3ccccc3)cc2o1
    8% | -10 | -9% | -4% | -2% | -4% | 15% | -0.3
> COCCOc1cc(NC(=O)CS(=O)(=O)CC(=O)N(C)C)c(Cl)cc1Cl
    4% | -2 | 0% | 4% | -7% | 2% | 25% | 0.1
> O=S(=O)(c1ccc(S(=O)(=O)N2CCC(O)CC2)cc1)N1CCCC1
    -8% | -5 | -2% | -6% | 5% | -5% | 11% | -2.3
> CCOC(=O)C1(CC)NC(c2ccco2)C2C(=O)N(C)C(=O)C21 (centres undefined)
    13% | 0 | -3% | -4% | -5% | -1% | 3% | 0.8
> COC(=O)c1ccc(OCC(O)CN2CCC(C)CC2)cc1 (centres undefined)
    1% | 1 | 1% | -15% | -4% | -4% | -5% | -0.7
> NC(=O)CC(NC(=O)Cc1ccc(Br)cc1)c1ccc(N2CCN(c3ccccc3)CC2)c([N+](=O)[O-])c1 (centres undefined)
    -21% | -2 | 1% | -24% | -5% | -3% | -4% | -2.0
> COc1ccc(C(NC(=O)c2ccc(=O)[nH]c2)C(=O)Nc2ccc(C(C)C)cc2)cc1 (centres undefined)
    -2% | 4 | 0% | 7% | -2% | -9% | -13% | -8.1
> CCc1nc2c(c(=O)[nH]1)C1(CCCC1)Cc1ccccc1-2
    2% | nt | -2% | 11% | -6% | 0% | 0% | 0.2
> Cc1ccc(N(CC(=O)Nc2c(C)n(C)n(-c3ccccc3)c2=O)S(C)(=O)=O)c(C)c1
    -2% | 1 | -2% | 12% | -6% | 0% | -4% | 2.6
> O=C(c1ccc2c3c(cccc13)CC2)C1CCCN(Cc2ccccn2)C1 (centres undefined)
    -27% | 0 | -4% | 1% | 5% | -13% | -8% | -2.1
> O=C(CN1CCCCC1)Nc1ccc(NC(=O)c2ccc(Cl)cc2)cc1Cl
    -21% | 2 | -7% | 8% | -4% | -10% | -6% | -1.8
> Cc1c(NS(=O)(=O)CC23CCC(CC2=O)C3(C)C)c(=O)n(-c2ccccc2)n1C (centres undefined)
    5% | 1 | -1% | -1% | -17% | -4% | 19% | 0.9
> COc1ccccc1-c1sc2ccccc2c1-c1ccc(OCCN2CCCCC2)cc1
    -5% | 6 | ? | 5% | -6% | -3% | -1% | -0.3
> CCc1c(C)nc(N2CCOCC2)[nH]c1=O
    -4% | -3 | -1% | 10% | 1% | -2% | -3%[57.1 µM] | 1.3
> CC(=O)c1cc(C#N)c(Oc2ccc(Cl)cc2Cl)nc1C
    -3% | 6 | nt | -7% | -4% | -7% | 16% | -0.2
> COc1ccc(NC(=O)C(NC(C)=O)C(=O)NCc2ccccc2OC)cc1 (centres undefined)
    -8% | -8 | 5% | 17% | -7% | 0% | -2% | -1.8
> Cc1nc(SCCCSc2n[nH]c(C)n2)n[nH]1
    12% | 6 | 0% | -2% | -7% | -7% | 20% | -1.3
> CCCCCc1ccc(OCCCC[n+]2ccc(C)cc2)c(CCCCC)c1
    -10% | 1 | -2% | -14% | 5% | -12% | -17% | -3.4
> COc1ccc(/C=C(/NC(=O)c2ccccc2)C(=O)N2CCC(C)CC2)cc1
    -12% | 9 | 1% | 1% | 3% | 0% | -2% | 0.0
> O=C(CC[C@H]1O[C@@H](n2cnc3c(NC(=O)c4ccccc4)ncnc32)[C@H](O)[C@@H]1O)NCc1ccc2c(c1)OCO2
    -27% | -2 | nt | 6% | 7% | -12% | -13% | 1.7
> O=C1N(Cc2cccc(Cl)c2)C[C@@H]2C[C@@H](c3ccsc3)N3CCC[C@@]123
    0% | -9 | 0% | 4% | -3% | -4% | 5% | -1.6
